CHRM4 antagonist: CHRM4 antagonism in calcium assay; 360,000 compounds, 0.73% hits; CHO-hM4 cells, ACh EC80, Fluo-8 calcium fluorescence; inhibition, % at 3 µM; AID 624125;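 active means inhibition above its plate's cutoff, the mean inhibition of sample wells plus 3 SD, cut at about 27% in these data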;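 further: 0% = acetylcholine EC80 with DMSO and 100% = DMSO without agonist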
Target sequence (P08173 whole entry, looked up): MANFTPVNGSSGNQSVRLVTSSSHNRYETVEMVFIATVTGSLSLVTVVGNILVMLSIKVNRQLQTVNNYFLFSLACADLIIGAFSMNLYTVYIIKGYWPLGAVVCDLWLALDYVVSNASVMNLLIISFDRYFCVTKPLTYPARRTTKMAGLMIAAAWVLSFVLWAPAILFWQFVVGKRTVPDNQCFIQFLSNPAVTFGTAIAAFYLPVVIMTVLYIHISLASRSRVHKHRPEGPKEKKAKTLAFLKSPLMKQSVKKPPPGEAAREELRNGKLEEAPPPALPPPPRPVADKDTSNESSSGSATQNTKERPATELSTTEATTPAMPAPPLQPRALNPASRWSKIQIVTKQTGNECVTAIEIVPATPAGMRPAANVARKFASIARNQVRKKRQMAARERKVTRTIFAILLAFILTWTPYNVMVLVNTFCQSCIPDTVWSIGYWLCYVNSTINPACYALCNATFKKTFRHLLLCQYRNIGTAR
CHRM1 PAM: human CHRM1 positive allosteric modulation; P11229; CHO-K1 hM1, Fluo-8 calcium fluorescence, ACh EC20; 0% = ACh EC20, 100% = maximal ACh; activation, % at 3 µM; 360,000 compounds, 0.088% hits; AID 588819; in the data active means activation above about 19%, passing the limit was not always enough
Target sequence (P11229 whole entry, looked up): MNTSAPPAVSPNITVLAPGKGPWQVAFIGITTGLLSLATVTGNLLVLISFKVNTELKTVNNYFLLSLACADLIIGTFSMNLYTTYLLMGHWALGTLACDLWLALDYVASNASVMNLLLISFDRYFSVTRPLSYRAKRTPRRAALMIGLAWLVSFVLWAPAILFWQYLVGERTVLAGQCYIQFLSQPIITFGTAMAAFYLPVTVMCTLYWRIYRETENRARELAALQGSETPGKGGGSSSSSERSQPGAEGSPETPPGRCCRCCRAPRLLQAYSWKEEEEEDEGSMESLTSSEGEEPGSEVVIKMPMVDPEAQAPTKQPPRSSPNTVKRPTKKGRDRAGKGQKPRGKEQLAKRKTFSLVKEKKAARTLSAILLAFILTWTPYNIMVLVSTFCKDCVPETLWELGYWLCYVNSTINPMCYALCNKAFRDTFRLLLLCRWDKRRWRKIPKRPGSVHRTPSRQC
M5 PAM: positive allosteric modulators of human muscarinic M5 receptor; P08912; AID 624038; 360,000 compounds, 0.3% hits; activation, % at 3 µM; CHO-K1 hM5, Fluo-8 calcium, ACh EC20 PAM; 0% = ACh EC20, 100% = ACh EC100;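 active means activation above the run cutoff, the mean activation of all test compounds plus 3 SD, cut at about 18% in these data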
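System – CHO-K1 hM5 cells · Compound – 3 µM, single dose · Incubation – compound preincubation 140 s before EC20 acetylcholine addition · Technique – Fluo-8 calcium fluorescence · Measure – Max/basal fluorescence ratio as % of EC20–EC100 ACh window · Benchmarks – low control EC20 acetylcholine (0%), high control EC100 acetylcholine (100%) · Replication – singlicate, one well per test compound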
CRFR2-BP ag: agonists of human CRF-binding protein/CRF-R2 receptor complex; HEK293 CRF-R2/CRF-BP, calcium dye fluorescence (FLIPR); percent of saturating CRF peptide response; AID 588473; 350,000 compounds, 0.46% hits; activation, % at 13.2 µM;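 active means activation of at least 50%, plus an integration ratio under a set limit after plate pattern correction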;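 further: plate controls were neutral control wells without compound for no effect and CRF at EC100 for full effect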
M4 PAM: positive allosteric modulators of human muscarinic M4 receptor | P08173 | CHO-K1 hM4/Gqi5, Fluo-8 calcium fluorescence, ACh EC20; 0% = ACh EC20, 100% = maximal ACh | activation, % at 3 µM | 360,000 compounds, 0.4% hits | AID 624126;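 active means activation above its plate's cutoff, the mean activation of sample wells plus 3 SD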; further: some results filed as inactive read as strong as hits
M5 ag: CHRM5 agonism in calcium assay | P08912 | CHO-K1 hM5 cells, Fluo-8 calcium fluorescence; 0% DMSO wells, 100% maximal acetylcholine response | activation, % at 3 µM | 360,000 compounds, 0.19% hits | AID 624037;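 active means activation above the run's mean over test compounds plus 3 SD, cut at about 23% in these data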;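 further: signal is peak over basal fluorescence ratio across the kinetic read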
CHRM4 agonist: CHRM4 agonism in calcium assay | P08173 | CHO-K1 hM4/Gqi5, Fluo-8 calcium fluorescence; vehicle 0%, full acetylcholine response 100% | activation, % at 3 µM | 360,000 compounds, 0.14% hits | AID 624127;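 active means activation above the run mean over all test wells plus 3 SD, cut at about 32% in these data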;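 further: peak over basal fluorescence ratio per well then scaled between controls; 0% = DMSO wells and 100% = acetylcholine at EC100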
M5 antag: blocks acetylcholine activation of human M5 receptor; P08912; CHO-hM5 cells, Fluo-8 calcium fluorescence, ACh EC80; inhibition, % at 3 µM; 360,000 compounds, 0.59% hits;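 active means inhibition above a per-plate cutoff, the mean of that plate's test compounds plus 3 SD, cut at about 27% in these data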;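 further: 0% = acetylcholine EC80 with DMSO and 100% = DMSO without agonist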
M1 antag: human CHRM1 antagonism. P11229. CHO-K1 hM1, Fluo-8 calcium fluorescence, ACh EC80 antagonist. inhibition, % at 3 µM. 360,000 compounds, 1.3% hits;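 active means percent inhibition above its own plate's cutoff, namely the mean of that plate's compound wells plus 3 SD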;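 further: peak over basal fluorescence ratio during 140 s after agonist addition; 0% = ACh EC80 plus DMSO and 100% = DMSO alone without agonist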
Active calls of the source: *; . = not tested or not shown.

No.	canonical_smiles	CHRM4 antagonist	CHRM1 PAM	M5 PAM	CRFR2-BP ag	M4 PAM	M5 ag	CHRM4 agonist	M5 antag	M1 antag
1	O=C(CSc1ncccn1)NCCC1=CCCCC1	-7	-1	-4	-0.1	3	1	1	10	-1
2	c1c2c(cc3sc(N4CCOCC4)nc13)OCO2	1	12	5	-1.5	-1	0	2	-3	-19
3	O=C(CNC(=O)c1ccco1)Nc1ccc(N2CCCCCC2)cc1	1	4	2	-0.9	-2	-2	0	8	-6
4	CC(C)Cc1ccc(-c2ccc3nccn3c2)cc1	-11	8	-4	.	4	-1	-1	2	-20
5	Cc1sc(NC(=O)c2cccnc2)nc1-c1ccccc1	-15	4	-3	6.9	7	6	6	-2	4
6	CCOc1ccc(CCN2C(=S)N([C@@H](Cc3ccccc3)CN3CCCC3CN3C(=S)NC[C@@H]3Cc3ccccc3)C[C@@H]2Cc2ccc(O)cc2)cc1 (stereo partly specified)	-19	.	-1	.	8	0	0	-13	.
7	C=CCOc1ccccc1/C=N/NC(=O)Cc1ccccc1	13	5	-5	-1.4	-5	1	0	3	-2
8	CCOC(=O)c1ccc(OCC2NCCc3cc(OC)c(OC)cc32)cc1 (stereo unspecified)	8	-5	1	0.5	-2	-7	2	2	1
9	COc1ccc(CN(C(C)=O)c2cccc(C)c2C)cc1	3	7	-3	0.3	-1	-4	1	0	-5
10	COc1cc(Cl)ccc1OCc1cc(C(=O)N2CCCCCCC2)no1	-18	5	-3	-0.5	-4	-5	5	4	-10
11	COc1ccccc1OCC(=O)Nc1ccccc1C(=O)NCc1ccco1	-3	2	-10	-3.0	-1	3	13	2	3
12	CC(=O)Nc1cc2c(cc1[N+](=O)[O-])-c1ccc(F)cc1C2	-9	2	11	-2.2	1	3	3	1	-14
13	CCOc1ccccc1C(=O)NCC(=O)NNC(=O)c1csc(N2CCOCC2)n1	-13	3	1	1.0	12	0	2	4	-9
14	O=C(O)C1CC1c1ccc(Br)cc1 (stereo unspecified)	12	-3	-6	8.3	-3	1	0	4	11
15	C=CCn1c(=O)c(C(=O)Nc2ncccc2O)c(O)c2ccccc21	-7	10	-6	0.6	3	-3	0	-2	-17
16	COc1ccc(C2C(C(=O)NCC3CCCO3)c3cc(OC)c(OC)cc3C(=O)N2C)cc1OC (stereo unspecified)	10	7	-3	-1.1	4	-2	0	-1	0
17	O=C(CCC(=O)N(CC(=O)NC1CCCCC1)Cc1ccc(F)cc1)Nc1nccs1	-33	-4	0	0.8	13	-2	0	3	5
18	CC(=O)Oc1cc2c(C(C)=O)coc2c2ccccc12	-5	6	9	0.0	8	-6	1	-5	-8
19	CCOc1ccc(NC(=O)CN(C)C(=O)C2CCCC2)cc1OCC	3	2	-1	1.4	0	2	0	-3	1
20	CCC(C)(C)n1nnnc1C(c1ccc2ncccc2c1)N1CCCC(C)C1 (stereo unspecified)	4	6	-1	1.1	-2	-12	-1	6	-3

(further entries)
No.	canonical_smiles	CHRM4 antagonist	CHRM1 PAM	M5 PAM	CRFR2-BP ag	M4 PAM	M5 ag	CHRM4 agonist	M5 antag	M1 antag
21	Cc1nc2ccccc2n1/N=C/c1ccc([N+](=O)[O-])s1	6	3	0	-3.0	-4	-1	0	3	0
22	CCn1nnc(NC(=O)c2cccnc2Cl)n1	5	3	11	0.2	2	-1	0	-9	-18
23	CC[C@@H](C)[C@H](NC(=O)Cc1c(C)c2c(cc(C)c3c(C)coc32)oc1=O)C(=O)O	5	7	8	-2.0	-3	-4	0	11	3
24	Cc1cc(C)c(NC(=O)CN)c(C)c1	1	0	1	0.1	0	0	1	-1	3
25	O=S(=O)(NCC1CCCO1)c1ccc2ccccc2c1 (stereo unspecified)	3	8	-5	-1.1	3	2	3	0	-12
26	CC1(C(=O)NS(=O)(=O)c2cccc(F)c2)CCN1C(=O)C1CCCCC1 (stereo unspecified)	-4	8	5	.	12	-2	2	3	-12
27	COc1ccccc1NC(=O)CSc1nnc(CCC(=O)Nc2ccccc2F)n1C	11	6	0	-0.9	-10	-1	1	8	-9
28	O=C(O)c1ccccc1C(=O)NNc1ccc(F)cc1F	-2	7	-3	0.6	-2	-4	0	9	-3
29	COc1ccc(-n2nnnc2-c2nc3ccccc3s2)cc1	0	0	-5	0.2	3	-3	1	3	2
30	CCCCOC(=O)Cn1cnc2ccc(Br)cc2c1=O	-11	8	-5	1.9	11	-3	0	7	-8
31	Cc1cc(=O)oc2c(C)c(OCC(=O)NCCc3ccc(S(N)(=O)=O)cc3)ccc12	-16	1	2	-0.8	4	-4	0	1	-7
32	COc1ncccc1-c1cc2nc(NCCCN(C)C)n(C)c(=O)c2s1	-12	-5	-1	.	8	-1	0	3	6
33	O=C(NCCc1ccccc1)C1CCN(Cc2cccc3ccccc23)CC1	6	3	4	0.7	-6	0	2	-1	-15
34	Cc1cc([N+](=O)[O-])nn1Cc1ccccc1F	8	3	3	-6.1	9	-3	0	-6	2
35	CC(C)(C)NC(=O)C1N(c2cccnc2)C(=O)C2C(C(=O)Nc3ccccc3F)C3(C)C=CC21O3 (stereo unspecified)	6	6	1	-3.1	9	0	1	0	-4
36	COc1ccc(NC(=O)COc2ccccc2)cc1Cl	3	8	-8	-3.3	-4	-9	1	15	-11
37	COc1ccc(NC(=O)C(=O)c2cn(CC(=O)N3CCCC3)c3ccccc23)cc1OC	-4	8	-6	-0.5	-4	-2	11	7	-10
38	CC(C)n1c(N2CCN(C(=O)Nc3ccc(F)cc3F)CC2)nc2ccccc21	4	1	5	-1.2	3	-4	2	-2	2
39	CCCS(=O)(=O)N1CCCC(C(=O)NCCCOC(C)C)C1 (stereo unspecified)	1	9	16	-0.6	1	-2	0	-8	-13
40	O=C(NC(=S)Nc1ccccc1N1CCCCC1)c1ccc(F)cc1	-6	1	7	14	12	-1	1	-17	3

Carrying on.
No.	canonical_smiles	CHRM4 antagonist	CHRM1 PAM	M5 PAM	CRFR2-BP ag	M4 PAM	M5 ag	CHRM4 agonist	M5 antag	M1 antag
41	Cc1cc(C(=O)COC(=O)c2ccc(O)cc2O)c(C)n1-c1ccccc1	-8	-2	-19	-4.3	-3	0	4	3	7
42	Cc1ccc(NC(=O)COc2cccc3ccc(C)nc23)c(Br)c1	0	-6	-8	-0.4	-11	-1	7	10	6
43	O=C(O)CC(NC(=O)c1ccco1)c1ccco1 (stereo unspecified)	-11	9	6	0.7	3	-4	0	-6	-8
44	Cc1ccc(-n2c(-c3ccc(Cl)cc3)c[n+]3c2CCC3)cc1	10	-5	8	1.1	-7	-17	0	-2	8
45	CN(C)c1ccc(CNC(=O)CN2C(=O)COc3ccc(S(=O)(=O)N4CCCC4)cc32)cc1	-5	0	0	-0.7	-1	-3	2	3	3
46	O=C(CCc1nnc(CCCCc2ccccc2)o1)N(CCO)Cc1ccccc1	-7	4	0	-0.2	0	0	5	7	-2
47	CCn1c(=O)[nH]c2cc(C(=O)N3CCN(c4ccccc4)CC3)ccc2c1=O	14	0	-5	1.9	-6	1	0	1	-6
48	CCCOc1ccc(N2CC(C(=O)Nc3ccccc3OC)CC2=O)cc1 (stereo unspecified)	-16	4	-4	-2.8	4	0	1	-3	-9
49	Cc1cc(N2CCCCC2)nc(SCC(=O)c2ccccc2)n1	-7	9	5	-2.8	0	-3	4	-3	-19
50	CN[C@H]1CCc2cc(OC)c(OC)c(OC)c2-c2ccc(N(C)CC(OC)OC)c(=O)cc21	-4	0	-6	4.5	-6	-3	0	6	-4
51	Cc1ccc(-n2nnnc2SCC(=O)N2CCc3ccccc3C2)cc1	-5	-2	-7	-0.1	7	-3	0	3	-5
52	CC(=O)N1CCN(C(=O)c2cc(C)oc2C)CC1	13	-4	-6	-1.2	-7	4	0	3	1
53	CC(=O)Nc1ccc(S(=O)(=O)NCc2nc(-c3ccccc3Cl)no2)cc1	-2	3	-3	-1.5	2	-1	2	5	-4
54	Cc1ccc2nc(C3CCCCC3)c(Cc3cccc(F)c3)n2c1	-26	3	-2	.	-3	-4	0	-2	-2
55	OC1(C#CCN2CCCC2)c2ccccc2-c2ccccc21	47*	-25	-32	-1.4	-56	-21	1	51*	85*
56	COC(=O)c1sccc1NC(=O)CN1CCN(c2ccc(F)cc2)CC1	14	1	-8	-0.6	-2	-3	1	6	4
57	Cc1ccc2cc(C(c3nnnn3C(C)(C)C)N3CCCCCC3)c(=O)[nH]c2c1 (stereo unspecified)	-8	4	-1	-0.3	-2	2	2	-2	-8
58	CC(=O)c1cccc(NC(=O)CCn2c(=O)oc3ccccc32)c1	-13	19	-1	0.8	3	-1	2	10	-17
59	COc1ccc(C(C)=O)cc1Cn1c(C)c(C(=O)NCc2cccc(C(F)(F)F)c2)sc1=O	-4	0	-6	.	2	4	10	2	-6
60	Cc1nc2nc(-c3ccccc3)nn2c(C)c1C	2	-1	-5	-2.6	2	3	0	16	13
61	COc1cc(C(=O)NCC(c2cccs2)N2CCOCC2)ccc1OCc1ccc(Cl)cc1 (stereo unspecified)	-8	-10	-6	0.9	-8	8	11	10	14
62	CC1CCN(C(=O)Cn2cc([N+](=O)[O-])ccc2=O)c2ccccc2S1 (stereo unspecified)	-6	20	8	1.6	4	5	2	-6	-23
63	COc1ccccc1NC(=O)c1ccc(C(=O)Nc2ccccc2OC)nc1	-13	8	11	1.8	-7	-3	-1	-8	-11

Reformatted: two of the compounds above.
48. CCCOc1ccc(N2CC(C(=O)Nc3ccccc3OC)CC2=O)cc1 (stereo unspecified)
59. COc1ccc(C(C)=O)cc1Cn1c(C)c(C(=O)NCc2cccc(C(F)(F)F)c2)sc1=O

compound no.,48,59
CHRM4 antagonist,-16,-4
CHRM1 PAM,4,0
M5 PAM,-4,-6
CRFR2-BP ag,-2.8,.
M4 PAM,4,2
M5 ag,0,4
CHRM4 agonist,1,10
M5 antag,-3,2
M1 antag,-9,-6
